MCL1 BIM primary = inhibitors of human MCL1 binding to BIM-BH3 peptide; 0.68% of 320,000 active; GST-MCL1 / FITC-Bim-BH3 fluorescence polarization; Q07820; AID 2057; inhibition, % at 10.9 µM;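 active means inhibition above the mean inhibition of all tested compounds plus 3 SD, set per campaign, cut at about 40% in these data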;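 further: 0% = DMSO wells and 100% = unlabeled Bim-BH3 peptide control; higher means more loss of mP so more displacement of Bim peptide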
Target sequence (Q07820 whole entry, looked up): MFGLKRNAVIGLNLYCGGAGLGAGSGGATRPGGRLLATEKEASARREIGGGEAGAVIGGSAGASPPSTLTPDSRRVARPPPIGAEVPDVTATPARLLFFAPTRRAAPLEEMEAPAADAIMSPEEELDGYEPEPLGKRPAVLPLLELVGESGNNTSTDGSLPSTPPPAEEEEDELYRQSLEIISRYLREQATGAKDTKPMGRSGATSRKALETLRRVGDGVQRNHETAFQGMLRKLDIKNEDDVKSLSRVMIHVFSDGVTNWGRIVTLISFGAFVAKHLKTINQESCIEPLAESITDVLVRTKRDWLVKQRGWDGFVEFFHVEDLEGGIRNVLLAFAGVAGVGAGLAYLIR
pPAFAH inh = pPAFAH (human) enzyme inhibition. Q13093. recombinant pPAFAH, FP-rhodamine probe fluorescence polarization. inhibition, % at 3.39 µM. 1.5% of 330,000 active;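 active means inhibition above the mean inhibition across the screen plus 3 SD, cut at about 25% in these data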;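 further: inhibitors block binding of the rhodamine activity-based probe so polarization drops; 0% = enzyme with DMSO and 100% = wells lacking pPAFAH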
PME-1 primary = PME-1 (human) inhibition; Q9Y570; recombinant PME-1, FP-Rh probe fluorescence polarization; inhibition, % at 5.9 µM; 0.53% of 320,000 active;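 active means inhibition above the campaign mean of all compounds plus 3 SD, cut at about 26% in these data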;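 further: competitive labeling of PME-1 active site by serine hydrolase directed probe; 0% = PME-1 with DMSO and 100% = wells lacking PME-1 enzyme; inhibitors block probe labeling so polarization falls and inhibition rises; many of its hits are not listed in these tables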
GLD-1 TGE inh = GLD-1-TGE RNA interaction inhibition (C. elegans); inhibition, % at 5.96 µM; Q17339; purified GLD-1 + fluorescein TGE RNA, fluorescence polarization; 0.44% of 320,000 active;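 active means percent inhibition above a per-plate cutoff, the plate mean of test compounds plus 3 SD, cut at about 30% in these data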;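 further: 0% = DMSO wells with GLD-1 and probe and 100% = wells lacking GLD-1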
Target sequence (Q17339 whole entry, looked up): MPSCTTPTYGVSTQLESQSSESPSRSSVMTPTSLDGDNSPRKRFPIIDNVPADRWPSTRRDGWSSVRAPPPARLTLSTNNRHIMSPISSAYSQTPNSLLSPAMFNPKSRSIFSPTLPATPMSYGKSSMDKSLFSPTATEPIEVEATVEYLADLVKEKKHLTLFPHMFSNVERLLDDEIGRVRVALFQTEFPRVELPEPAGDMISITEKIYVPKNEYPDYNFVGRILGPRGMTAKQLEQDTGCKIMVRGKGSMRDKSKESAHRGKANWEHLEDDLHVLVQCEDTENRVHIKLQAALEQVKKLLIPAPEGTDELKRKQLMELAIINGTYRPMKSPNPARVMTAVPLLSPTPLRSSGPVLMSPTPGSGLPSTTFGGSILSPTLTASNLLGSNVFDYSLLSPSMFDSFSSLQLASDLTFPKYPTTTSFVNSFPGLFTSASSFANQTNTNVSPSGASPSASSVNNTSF
Fam108B inh = Fam108B inhibition, counter-screen for RBBP9 inhibitors | AID 1947 | 0.33% of 300,000 active | recombinant Fam108B, FP-Rh probe fluorescence polarization | inhibition, % at 9.51 µM;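 active means inhibition above the screen mean inhibition plus 3 SD, computed separately per campaign, cut at about 18% in these data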;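 further: inhibitors lower polarization as less probe binds the enzyme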
Bcl-xL primary = Bcl-xL (human) inhibition; Q07817; GST-Bcl-xL / FITC-Bim BH3 peptide fluorescence polarization; inhibition, % at 10.9 µM; 0.7% of 320,000 active; AID 2129;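 active means inhibition above the mean of all tested compounds plus 3 SD, cutoff set per campaign, cut at about 30% in these data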;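 further: 0% = DMSO wells and 100% = unlabeled Bim-BH3 peptide competitor; inhibitors lower millipolarization by displacing the labeled peptide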
Target sequence (Q07817 whole entry, looked up): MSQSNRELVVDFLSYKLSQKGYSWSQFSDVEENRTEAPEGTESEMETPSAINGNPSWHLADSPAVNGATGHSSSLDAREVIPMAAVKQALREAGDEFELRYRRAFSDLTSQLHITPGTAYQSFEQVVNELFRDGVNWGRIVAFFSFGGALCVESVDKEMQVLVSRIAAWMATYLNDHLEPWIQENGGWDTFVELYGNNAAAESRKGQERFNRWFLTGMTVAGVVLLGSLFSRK
PAFAH1B2 FP inh = blocks human PAF acetylhydrolase 1b catalytic subunit 2. P68402. recombinant PAFAH1B2, FP-rhodamine activity probe, fluorescence polarization. inhibition, % at 3.39 µM. 1.2% of 340,000 active. AID 492953;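 active means inhibition above the mean of all tested compounds plus 3 SD, cut at about 24% in these data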;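 further: 0% = enzyme with DMSO and 100% = wells lacking PAFAH1B2; many of its hits are not listed in these tables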
MEX-5 binding = C. elegans MEX-5 TCR-2 RNA binding activity | 0.38% of 300,000 active | activity score (negative = inhibition of binding), % at 10 µM | Q9XUB2 | MEX-5/FITC-TCR2 RNA binding, fluorescence polarization; stronger effect = lower value;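 active means inhibition past about -25% in most replicates, and total fluorescence under double the plate's negative control median, limit read from the data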;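 further: 0% = DMSO and -100% = 5 µM competing unlabeled TCR2 RNA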
AHR act = human AHR activation; P35869; AHR-responsive luciferase reporter cells, luminescence; activation, % at 5 µM; 2.5% of 320,000 active; in the data active means activation above about 47%;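 further: 0% = vehicle wells and 100% = reference agonist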
Numbers without * were called inactive; / = no result given. This is a subset; count on the stated rates, not on these rows.

SMILES	MCL1 BIM primary	pPAFAH inh	PME-1 primary	GLD-1 TGE inh	Fam108B inh	Bcl-xL primary	PAFAH1B2 FP inh	MEX-5 binding	AHR act
O=C(c1ccccc1NS(=O)(=O)c1ccccc1[N+](=O)[O-])N1CCOCC1	-6	1	0	2	2	0	1	2.8	2
C[C@H](NC(=O)C1CCN(S(=O)(=O)c2ccccc2)CC1)C(=O)NCc1cccc(Cl)c1	4	2	1	-6	2	2	4	-1.8	-1
CN(CC(=O)NCCc1ccccc1)S(=O)(=O)c1ccc(Br)s1	-1	1	-1	11	0	3	12	3.1	5
O=C(N/N=C1\CCCc2c1[nH]c1ccc(Cl)cc21)c1ccncc1	-1	7	26	-4	3	2	-4	-6.0	33
CN(c1ccc(-c2csc(NC(=O)C3CC(=O)N(Cc4ccco4)C3)n2)cc1)S(C)(=O)=O (stereo unspecified)	-4	4	5	-1	/	1	2	/	1
CC(NS(C)(=O)=O)C(c1cccs1)N1CCN(Cc2ccccc2)CC1 (stereo unspecified)	0	5	2	4	6	5	1	0.1	-1
COc1ccc(NC(=O)C(c2ccccc2)c2ccccc2)c(OC)c1	-2	6	-1	5	-5	5	6	-1.7	-1
O=C1C2N=NN(CC(=O)N3N=C(c4cccc5ccccc45)CC3c3ccccc3)C2C(=O)N1c1ccccc1 (stereo unspecified)	-1	5	-27	-5	-14	4	-8	2.0	11
COCCCNC(=O)COc1ccc(Cl)c(C)c1	5	2	1	2	4	10	6	0.4	14
CNc1cc(CSC)nc(SCc2ccc(Cl)c(Cl)c2)n1	9	0	-9	8	-4	9	4	3.7	-2
O=C(Nc1ccc(Cl)c(Cl)c1)NC1CCS(=O)(=O)C1 (stereo unspecified)	-7	5	3	-4	0	-1	3	-0.7	4
COCc1cc(=O)n2c(-c3ccccc3OC)n[nH]c2n1	10	3	-4	3	8	12	2	0.7	27
C=CCn1c(SCC(=O)Nc2ccc(C(=O)OCC)cc2)nnc1-c1sc(N)nc1C	-5	2	3	0	1	-2	1	0.8	17
COc1ccc2c(c1)CCc1c(C(=O)Nc3c(C)n(C)n(-c4ccccc4)c3=O)noc1-2	2	-1	1	4	-3	-1	-1	1.8	-7
Cc1ccc(-c2nc(N)n(C(=O)c3cccnc3)n2)cc1	0	7	5	-6	5	3	5	1.1	16

A draw from above in order of SMILES length, rising.
SMILES	MCL1 BIM primary	pPAFAH inh	PME-1 primary	GLD-1 TGE inh	Fam108B inh	Bcl-xL primary	PAFAH1B2 FP inh	MEX-5 binding	AHR act
COCCCNC(=O)COc1ccc(Cl)c(C)c1	5	2	1	2	4	10	6	0.4	14
CNc1cc(CSC)nc(SCc2ccc(Cl)c(Cl)c2)n1	9	0	-9	8	-4	9	4	3.7	-2
COCc1cc(=O)n2c(-c3ccccc3OC)n[nH]c2n1	10	3	-4	3	8	12	2	0.7	27
Cc1ccc(-c2nc(N)n(C(=O)c3cccnc3)n2)cc1	0	7	5	-6	5	3	5	1.1	16
O=C(Nc1ccc(Cl)c(Cl)c1)NC1CCS(=O)(=O)C1 (stereo unspecified)	-7	5	3	-4	0	-1	3	-0.7	4
CN(CC(=O)NCCc1ccccc1)S(=O)(=O)c1ccc(Br)s1	-1	1	-1	11	0	3	12	3.1	5
CC(NS(C)(=O)=O)C(c1cccs1)N1CCN(Cc2ccccc2)CC1 (stereo unspecified)	0	5	2	4	6	5	1	0.1	-1
O=C(c1ccccc1NS(=O)(=O)c1ccccc1[N+](=O)[O-])N1CCOCC1	-6	1	0	2	2	0	1	2.8	2
COc1ccc2c(c1)CCc1c(C(=O)Nc3c(C)n(C)n(-c4ccccc4)c3=O)noc1-2	2	-1	1	4	-3	-1	-1	1.8	-7
C[C@H](NC(=O)C1CCN(S(=O)(=O)c2ccccc2)CC1)C(=O)NCc1cccc(Cl)c1	4	2	1	-6	2	2	4	-1.8	-1
CN(c1ccc(-c2csc(NC(=O)C3CC(=O)N(Cc4ccco4)C3)n2)cc1)S(C)(=O)=O (stereo unspecified)	-4	4	5	-1	/	1	2	/	1
O=C1C2N=NN(CC(=O)N3N=C(c4cccc5ccccc45)CC3c3ccccc3)C2C(=O)N1c1ccccc1 (stereo unspecified)	-1	5	-27	-5	-14	4	-8	2.0	11

Next part.
SMILES	MCL1 BIM primary	pPAFAH inh	PME-1 primary	GLD-1 TGE inh	Fam108B inh	Bcl-xL primary	PAFAH1B2 FP inh	MEX-5 binding	AHR act
Cc1ccc(CNC(=O)c2ccc3c(c2)NC(=O)CS3)cc1	-9	8	9	3	2	-5	6	-2.2	10
COc1ccc(COC(=O)N/N=C(\C)CC(=O)Nc2c(C)cc(C)cc2C)cc1	2	0	5	0	2	-2	0	0.5	3
COc1cccc(NC(=O)CN(C)C(=O)COc2cc(C)ccc2Cl)c1	-2	1	5	3	-3	-2	0	-1.6	3
Cc1cccc(C)c1NC(=O)c1ccc(-c2ccc(Cl)cc2Cl)o1	5	-7	-16	-1	-14	-1	1	1.7	5
O=C(NC1CCCCC1)c1cc(S(=O)(=O)N2CCOCC2)ccc1Cl	-4	-3	9	-3	1	-5	4	-0.9	0
CC(C)(C)OC(=O)NCCc1nnc(SCc2ccccc2)o1	-2	0	4	2	5	4	/	-1.2	-1
CCOc1cccc(-c2nnc3sc(-c4ccco4)nn23)c1	2	1	0	-4	-4	-3	-1	1.0	-10
COc1cccc(CN2CC(C(=O)NCCn3ccc(C)n3)CCC2=O)c1 (stereo unspecified)	-2	1	-2	-1	2	4	-3	/	0
CCOc1ccccc1/C=N/Nc1cc(C)nc2ccc(C)cc12	-4	5	5	0	-3	-1	7	0.4	12
Cc1ccc(CC2C(=O)N(c3ccc(C)cc3)C(=O)C2C)cc1 (stereo unspecified)	4	3	7	5	-2	8	12	-1.0	6
CC1CC(C)CN(C(=O)C(C)N2CCN(S(=O)(=O)c3cccs3)CC2)C1 (stereo unspecified)	3	9	3	0	/	6	15	/	0
COc1ccc(NC(=O)CSc2nnnn2Cc2ccccc2)cc1	-5	-7	1	0	0	-1	5	0.2	16
C/C(=N\NC(=O)c1ccc(OC2CCCC2)cc1)c1ccc(C)s1	4	7	2	-6	0	7	1	1.8	13
O=C(COC(=O)COc1ccccc1[N+](=O)[O-])NC1CCCC1	-8	4	0	0	6	3	3	2.0	2
CCOC(=O)c1sc2nc3c(cc2c1N)C(=O)CC(C)(C)C3	-10	-4	-4	-13	2	-9	0	-1.7	10
CCOC(=O)C(/C(C)=N/NC(=O)C1CC1c1ccccc1)C(C)C (stereo unspecified)	6	6	2	-8	1	4	4	-2.1	2
Cc1cc(C)cc(NC(=O)c2ccc(S(=O)(=O)C(F)F)cc2)c1	0	4	-1	2	-1	0	-3	1.0	18
Cc1c(OCC(=O)NCCCN2CCOCC2)ccc2c(-c3ccccc3)cc(=O)oc12	2	2	8	3	6	4	1	0.3	2
CSc1nc2nc(-c3ccccc3)cc(C(F)(F)F)n2n1	3	-1	-2	7	-1	4	4	1.1	14
Cc1cccc(C)c1OCC(O)CNC(C)C (stereo unspecified)	0	1	-1	12	-3	1	-2	2.0	-1
CCN(C(=O)CSc1nnc(-c2ccccc2Cl)n1C1CCCC1)C1CCS(=O)(=O)C1 (stereo unspecified)	-6	1	0	-2	1	-2	7	-0.5	-1
OCCN(Cc1ccccc1)CC1CCCCC1	-3	7	0	0	4	1	7	-2.1	-3
CCNc1nc(NCC)nc(-n2nc(C)cc2C)n1	8	-1	-3	9	7	1	2	5.5	12
COc1cccc(-n2nnnc2SCC(=O)NCCc2ccccc2)c1	-1	8	3	8	-2	6	4	-3.4	7
O=C(CCCc1ccccc1)Nc1cccnc1Cl	-1	-2	6	1	1	3	6	-0.9	2
c1ccc(CSCc2nc3ccccc3[nH]2)cc1	9	-1	-2	1	-1	4	7	1.0	8
NC(=O)C(=O)NN=C1C2CC3CC(C2)CC1C3	4	3	3	1	1	0	-1	0.4	4
COc1ccccc1CN1CC(C(=O)N(CCO)Cc2cccs2)CCC1=O (stereo unspecified)	5	5	10	5	2	4	4	-1.6	-4
CCc1c(C#N)c(SCCC(=O)Nc2cccc(OC)c2)nc2c1C(=O)CC(C)(C)C2	-1	-1	-26	2	-22	1	0	-0.5	5
O=C(NCC(=O)N1CCN(c2ccccc2O)CC1)C1CCCCC1	2	37*	-13	-3	1	0	2	-1.2	2
O=C(/C=C/c1ccco1)Nc1ccc(Oc2ccccc2)cc1	0	6	-18	0	-12	-1	-2	1.3	1
COc1cc(OC)c(/C=N/NC(=O)Cn2nc([N+](=O)[O-])cc2C)c(OC)c1	1	1	4	0	2	2	0	-2.0	2
COc1ccc(-c2cc(C(=O)OC(C)C(=O)Nc3c(C)n(C)n(-c4ccccc4)c3=O)c3ccccc3n2)cc1 (stereo unspecified)	-34	10	-5	1	-3	-3	4	/	-11
O=c1c2c(nc3nc(CCc4ccccc4)[nH]n13)CCC2	4	-5	-2	3	1	9	2	-0.6	21
COc1ccc(S(=O)(=O)N(C)CC(=O)Nc2ccc(C)cc2)cc1OC	3	1	2	-5	-1	3	-1	-4.0	2
Cc1ccc(C(=O)CSc2cc(C)[nH]c(=O)n2)cc1	-1	21	-7	-6	-1	3	-3	1.3	7
O=C(c1ccc(Cl)c([N+](=O)[O-])c1)N(Cc1ccccc1)C1CCS(=O)(=O)C1 (stereo unspecified)	9	6	6	7	-1	7	3	0.4	-1
Cc1ccc(S(=O)(=O)N2CCOCC2)cc1NC(=O)CNCC1CCCCC1	0	0	5	2	-2	3	4	-2.7	-2
COc1ccc(C=NC(CO)C(O)c2ccc([N+](=O)[O-])cc2)cc1 (stereo unspecified)	4	1	1	-2	-2	13	2	-1.0	-1
CCc1noc2c1/C(=N\O)CC(c1ccccc1)C2 (stereo unspecified)	-5	7	10	3	1	3	1	1.7	-5
Cc1ccc(C2C(C#N)=C(N)Oc3c2oc(CO)cc3=O)o1 (stereo unspecified)	26	10	-19	30	-1	28	9	-5.5	2
C=CCn1c(N)c(S(=O)(=O)c2cccs2)c2nc3ccccc3nc21	-3	0	4	5	-1	4	2	-0.9	-1
COc1ccc(-c2cn(-c3ccc(C)cc3)c(=O)n2CC(=O)Nc2cccc(F)c2)cc1	4	13	1	-3	-1	8	5	-1.6	4
Fc1ccccc1CN(CCN1CCOCC1)C(=S)Nc1ccccc1Cl	1	2	-2	0	3	2	2	0.5	-1
COc1cccc(-c2ncc3ccccc3c2COC(=O)c2ccc(Br)cc2)c1	2	0	-1	-8	/	2	-4	/	0
Cc1cccc(NC(=S)N/N=C/c2ccc([N+](=O)[O-])s2)c1	-35	19	16	-9	4	-22	6	-2.4	71*
CCOc1ccc(C(=O)COC(C)=O)cc1	-7	2	-4	-2	1	8	0	2.6	1
O=C(Nc1nc2ccc(Cl)cc2s1)c1ccco1	4	0	-13	0	0	5	4	1.4	10

Bioassay records as filed in PubChem BioAssay.
